# PI5P4Ka inh – qHTS for Inhibitors of phosphatidylinositol 5-phosphate 4-kinase (PI5P4K); Phosphatidylinositol 5-phosphate 4-kinase type-2 alpha (Homo sapiens), P48426; PI5P4Kalpha enzyme, ADP-Glo luminescence, 60 min; active compounds read low; max response, %; hit rate 1.2% among 330,000; active = max response of -50% or lower; inconclusive = between -30% and -50%; inactive = -30% or higher; also: value at the top dose of about 77 µM; % is scaled to controls: 0 for no effect and ±100 for the full control effect
# Target sequence (P48426 whole entry, looked up): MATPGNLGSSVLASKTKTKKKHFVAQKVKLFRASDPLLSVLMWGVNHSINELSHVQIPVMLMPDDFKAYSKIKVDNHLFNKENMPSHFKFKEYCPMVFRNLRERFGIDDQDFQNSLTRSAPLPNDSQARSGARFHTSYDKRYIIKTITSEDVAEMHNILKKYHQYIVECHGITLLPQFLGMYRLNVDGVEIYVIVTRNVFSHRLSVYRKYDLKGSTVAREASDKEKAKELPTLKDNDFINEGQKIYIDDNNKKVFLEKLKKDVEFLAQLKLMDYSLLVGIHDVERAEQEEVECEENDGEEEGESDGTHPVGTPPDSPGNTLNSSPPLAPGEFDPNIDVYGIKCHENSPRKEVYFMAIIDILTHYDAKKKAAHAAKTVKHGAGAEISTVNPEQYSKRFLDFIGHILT
#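 Quantitative HTS of the MLSMR library against PI5P4Kalpha with substrate. ATP added last at 5 microM final; room temperature, 60 minutes. Remaining ATP depleted, ADP converted and read as luminescence.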
# EPAC1 agonist – qHTS for Agonist of cAMP-regulated guanine nucleotide exchange factor 3 (EPAC1): primary screen. AID 720707, 2013. Potency, µM (titrated, usually from 154 µM), for the others: at the top dose activation, most hits filed as activators. Rap guanine nucleotide exchange factor 3 (Homo sapiens), O95398. EPAC1 agonist qHTS, biochemical assay; response scale: 100% = response to 6.5 mM cAMP. hit rate 0.073% among 360,000; also: potency is read from the fitted curve at half-maximal effect; nearly all actives have a fitted effect of over 60% in size
#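 Read-out is the fluorescence drop as BODIPY-GDP leaves Rap1B (480 nm excitation, 540 nm emission), recorded every 5 minutes over 30 minutes. Reactions held 100 nM EPAC1, 250 nM Rap1B–BODIPY-GDP and 50 uM GDP, with 6.5 mM cAMP setting full activation.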
# EPAC1 antag – qHTS for Antagonist of cAMP-regulated guanine nucleotide exchange factor 3 (EPAC1): primary screen; AID 720709, 2013; Potency, µM (top dose mostly 115 µM), inactives show top-dose activity change, negative = inhibition, actives largely listed as inhibitors; hit rate 0.14% among 360,000; EPAC1 GEF assay, Rap1b-BODIPY-GDP exchange fluorescence; Rap guanine nucleotide exchange factor 3 (Homo sapiens), O95398;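 also: potency is read from the fitted curve at half-maximal effect; plate controls were vehicle for no effect and positive control for full effect; nearly all actives have a fitted effect of over 50% in size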
# CCT modulator – High-Throughput Screening for Modulators of Cytosolic Chaperonin Activity. purified chaperonin ATPase assay, HTRF ADP detection, 30 min. activity change, % (no concentration beside the values), hits read low. hit rate 0.3% among 360,000. AID 651819, 2012; in the data active = activity change below about -30%; also: % is scaled to controls: 0 for no effect and ±100 for the full control effect
#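 First, chaperonin was dispensed at 40 nM or 20 nM final depending on batch activity. Next, compounds were pinned at 76 uM and ATP added at 10 uM. After 30 min at 37 °C, ADP detection reagents ran 30 min at ambient temperature.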
# WRN helicase inh – qHTS for Inhibitors of WRN Helicase. Bifunctional 3'-5' exonuclease/ATP-dependent helicase WRN (Homo sapiens), Q14191. WRN helicase unwinding, fluorescent forked duplex, kinetic. Potency, µM (highest dose often 114 µM), for the others: top-dose activity change, negative = inhibition, hits mostly inhibitors. hit rate 0.46% among 360,000. AID 651768, 2012; also: potency is read from the fitted curve at half-maximal effect; % is scaled to controls: 0 for no effect and ±100 for the full control effect; nearly all actives have a fitted effect of over 55% in size
#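 Kinetic fluorescence helicase assay: unwinding of a quenched forked DNA duplex (100 nM final) with 2 mM ATP final raises red fluorescence (525/598 nm). Compounds sat 15 min at room temperature with 20 nM WRN beforehand.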
# EPAC2 ag – qHTS for Agonist of cAMP-regulated guanine nucleotide exchange factor 4 (EPAC2): primary screen. hit rate 0.079% among 360,000. AID 720711, 2013. Potency, µM (titrated, usually from 154 µM), for the others: at the highest dose activation, hits mostly activators. EPAC2 activation, biochemical qHTS; response scale: 100% = 6.5 mM cAMP response. Rap guanine nucleotide exchange factor 4 (Homo sapiens), Q8WZA2; also: potency is read from the fitted curve at half-maximal effect; nearly all actives have a fitted effect of over 50% in size
#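 Setup: EPAC2 100 nM, labeled Rap1B complex 250 nM, free GDP 50 uM. Compound titrations pinned in, brief spin, 5 min room temperature incubation. Kinetic fluorescence read over 30 min, normalized to 6.5 mM cAMP.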
# IL-2 act – qHTS of IL-2 Activators; IL-2 activation reporter assay, cell-based qHTS; stimulated with anti-CD3/CD4/CD28 beads; in transgenic mouse T cells; activation, % (series mostly up to about 46 µM); hit rate 0.065% among 360,000; AID 652025, 2013; in the data active = activation above about 50%; inconclusive = mostly about 30% to 49%; also: 0% is about no effect
#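 Quantitative HTS in unstimulated transgenic mouse T cells, with memory T cells as non-tolerant control and PMA/ionomycin as tolerance-bypass control. Compound pretreatment lasted 60 minutes before 18 h bead stimulation; EGFP/DsRed fluorescence read.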
# PLK1 PBD inh – qHTS for Inhibitors of PLK1-PDB (polo-like kinase 1 - polo-box domain): Primary Screen; Serine/threonine-protein kinase PLK1 (Homo sapiens), P53350; Plk1 PBD binding of FITC phosphopeptide, fluorescence polarization; Potency, µM, without a hit: max response, negative = inhibition, hits mostly inhibitors; hit rate 2.8% among 360,000; AID 720504, 2013; also: potency is read from the fitted curve at half-maximal effect; series mostly up to about 57 µM; % is scaled to controls: 0 for no effect and ±100 for the full control effect; nearly all actives have a fitted effect of over 65% in size
# Target sequence (P53350 whole entry, looked up, the tested form may be a part): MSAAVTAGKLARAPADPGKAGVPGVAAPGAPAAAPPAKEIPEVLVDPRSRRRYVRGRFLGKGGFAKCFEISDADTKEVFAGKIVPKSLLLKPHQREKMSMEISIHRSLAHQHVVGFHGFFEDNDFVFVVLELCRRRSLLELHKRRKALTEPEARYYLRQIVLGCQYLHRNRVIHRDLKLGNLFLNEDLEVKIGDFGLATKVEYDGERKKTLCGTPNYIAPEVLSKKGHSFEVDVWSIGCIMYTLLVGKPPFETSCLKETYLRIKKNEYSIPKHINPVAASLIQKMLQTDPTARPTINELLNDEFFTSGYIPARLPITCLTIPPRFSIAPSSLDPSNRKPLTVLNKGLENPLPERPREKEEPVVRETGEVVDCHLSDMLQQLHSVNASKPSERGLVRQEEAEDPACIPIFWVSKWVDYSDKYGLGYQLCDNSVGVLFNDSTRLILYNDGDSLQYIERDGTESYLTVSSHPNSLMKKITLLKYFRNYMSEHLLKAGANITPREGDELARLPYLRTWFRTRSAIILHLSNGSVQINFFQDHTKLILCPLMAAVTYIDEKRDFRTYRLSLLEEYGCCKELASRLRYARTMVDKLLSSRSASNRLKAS
# Active calls of the source: *; ? = inconclusive; . = not tested or not shown; [ ] = dose if it differs, or a comment. Unless noted, calls follow the shape of the dose curve; as a rule, active = well fitted curve in the direction sought with a large enough effect; inconclusive = small, poorly fitted or top-dose-only effect, or another doubt; inactive = no such curve, though single readings can be large; an effect the other way counts as inactive or inconclusive.
SMILES,PI5P4Ka inh,EPAC1 agonist,EPAC1 antag,CCT modulator,WRN helicase inh,EPAC2 ag,IL-2 act,PLK1 PBD inh
O=C(Cc1cccc(NC(=O)C2CCN(C(=O)C3CC3)CC2)c1)Nc1cccc(C(=O)N2CCCCC2)c1,-2,-12%,3%,-0.9,5%,-3%,0.5,1%
COc1ccc(NS(=O)(=O)c2cccc(C(=O)N(C)Cc3cccs3)c2)cc1,3,-6%,-11%,0.4,-1%,4%,-1.3,2%
CCOc1cc(/C=N/NC(=O)COc2ccccc2C)ccc1OC(=O)c1cccs1,.,18%,-10%,0.4,-17%[57.1 µM],14%,-2.4,-5%
O=C1CCCN1CN1CCCCC1,5,-2%,-12%,0.0,-28%,4%,1.0,-13%
CC(C)(C)c1ccc(-c2n[nH]c(=S)n2-c2ccccc2)cc1,2,-4%,5%,-0.1,-9%,-7%,-0.4,-26%
N#Cc1nc(COc2ccc(Cl)cc2)oc1N1CCCC1,-3,8%,-6%,1.4,-1%[57.1 µM],1%,-2.9,-7%
COCCNC(=O)CCc1c(C)nc2c(c(C)nn2-c2ccc(C)cc2)c1C,0,2%,11%,-1.4,-4%,4%,0.9,-9%
CC(C)NC(=O)COC(=O)Cn1[nH]c(=O)c2ccccc2c1=O,-3,8%,-2%,-1.8,2%,11%,0.5,-2%
COc1ccc2[nH]c(=O)c(C(c3nnnn3C3CCCC3)N(C)C3CCCCC3)cc2c1 (stereo unspecified),4,5%,-5%,-0.3,-5%,-21%,0.6,-5%
CC(C)CC(N)c1cn([C@@H](CCC(=O)O)C(=O)N2CCNCC2)nn1 (stereo partly specified),-7,0%,-5%,1.5,-7%,8%,0.4,-3%
Cc1cccc(C(=O)NCc2nnc(SC(C)C(=O)Nc3nnc(C)s3)n2C)c1 (stereo unspecified),4,0%,-14%,-2.7,-36%,15%,0.8,-13%
O=C(CCNC(=O)c1ccc([N+](=O)[O-])cc1)Nc1ccc(F)cc1,2,3%,-14%,0.1,21%,0%,0.2,-7%
COc1cccc(NC(=O)COC(=O)COc2cccc3c2OC(C)(C)C3)c1,0,7%,-12%,0.9,-20%,11%,-4.4,-1%
CC(C)CNC(=O)c1ccc(NC(=O)c2cccs2)cc1,0,-6%,11%,-1.1,-9%,7%,-0.2,-1%
CC(NS(=O)(=O)c1ccc(OCC(=O)N2CCOCC2)c(Cl)c1)c1ccccc1 (stereo unspecified),2,-1%,7%,0.2,-23%,-4%,-5.4,-7%
Cc1cnc(C(=O)NC2CCSc3ccccc32)cn1 (stereo unspecified),-13,-4%,18%,0.1,3%,1%,-0.2,3%
O=C(N/C(=C/c1ccc(Br)cc1)C(=O)N1CCCC1=O)c1ccco1,1,4%,9%,-0.6,-8%,5%,0.0,-10%
COC(=O)c1ccc(NC(=O)CSc2nncn2-c2cccnc2)cc1,8,-3%,-12%,1.7,-7%[57.1 µM],6%,-0.7,-12%
CCCc1[nH]nc2c1C(c1ccncc1)C(C#N)=C(N)O2 (stereo unspecified),?,-3%,15%,2.0,3%,5%,0.9,-20%
Cc1sc(NC(=S)NC(=O)c2ccccc2)c(C#N)c1C,.,5%,2%,-1.6,-1%,13%,0.0,12µM*
CNc1nc(NCCOc2ccccc2Cl)c2sccc2n1,-20,-3%,-24%,-1.7,4%,16%,-1.0,-6%
O=C(c1ccccc1)c1c[nH]c2ccccc12,-10,-2%,5%,1.1,20%,5%,0.7,-8%
Cc1cccc(Nc2nnc(SCC(=O)c3ccc(O)cc3O)s2)c1,-15,-12%,-17%,-0.7,-20%,10%,-2.1,-27%
COc1ccccc1C(CNC(=O)c1ccc(S(=O)(=O)NCc2ccco2)cc1)N(C)C (stereo unspecified),3,1%,-2%,-3.2,-2%,8%,-1.2,-8%
Oc1ccccc1Nc1nc(NCc2ccccc2)c2ccccc2n1,-14,19%,-25%,-4.9,-14%,10%,-6.4,-10%

# Random excerpt: three records from the list
SMILES,PI5P4Ka inh,EPAC1 agonist,EPAC1 antag,CCT modulator,WRN helicase inh,EPAC2 ag,IL-2 act,PLK1 PBD inh
CC(C)NC(=O)COC(=O)Cn1[nH]c(=O)c2ccccc2c1=O,-3,8%,-2%,-1.8,2%,11%,0.5,-2%
CC(C)CC(N)c1cn([C@@H](CCC(=O)O)C(=O)N2CCNCC2)nn1 (stereo partly specified),-7,0%,-5%,1.5,-7%,8%,0.4,-3%
CNc1nc(NCCOc2ccccc2Cl)c2sccc2n1,-20,-3%,-24%,-1.7,4%,16%,-1.0,-6%

# (next part)
SMILES,PI5P4Ka inh,EPAC1 agonist,EPAC1 antag,CCT modulator,WRN helicase inh,EPAC2 ag,IL-2 act,PLK1 PBD inh
Cc1cc(C(F)(F)F)nc(SCCN2CCCCC2)c1C#N,4,-3%,-4%,2.0,-6%,2%,0.4,2%
Cc1cccc(NC(=O)CC2(CC(=O)O)CCCC2)c1,1,-16%,18%,0.6,6%,8%,-0.9,3%
COc1cc(/C=N/N=C2\CC3CCC2(C)C3(C)C)ccc1O (stereo unspecified),9,-4%,-1%,-1.4,0%,6%,-1.9,-13%
CC(C)(C)c1ccc(C(=O)N2CCCC2)s1,0,-6%,3%,-0.8,-3%,-5%,0.0,10%
O=C(c1ccc(OC2CCN(CCc3ccccc3)CC2)cc1)N1CCC[C@H]1CO,4,-7%,36%,0.0,7%,3%,-4.7,-6%
O=C(NC1CCCCC1)C(c1ccccc1)N1CCc2ccccc21 (stereo unspecified),-3,5%,-9%,-1.5,-6%,18%,-2.0,-7%
CCc1ccc(C(=O)Nc2cc3c(cc2Cl)OCCCO3)cc1,10,14%,-2%,1.6,5%,17%,0.7,-3%
CCC(=O)Nc1c(-c2ccccc2Cl)c(=O)c2ccccc2n1CC,3,4%,-1%,0.8,1%,8%,-1.9,-4%
O=C(NC(NC1CCS(=O)(=O)C1)C(=O)c1ccccc1)c1ccc(Cl)cc1 (stereo unspecified),.,-1%,9%,-0.6,-1%,-4%,-1.0,0%
O=C(CCCCCn1c(=O)[nH]c2ccsc2c1=O)NCc1cccs1,.,10%,7%,1.8,4%,7%,0.2,-6%
Nc1[nH]c(=O)nc(Nc2ccccc2)c1N=O,-16,9%,9%,1.8,-9%,4%,0.5,-2%
O=C(CCC(=O)N1CCSc2ccccc21)Nc1ccc(F)cc1,4,-8%,3%,-1.7,2%,12%,-1.1,-3%
O=C1OC2(CCCC2)OC(=O)C1=Cc1c[nH]c2ccccc12,-9,-5%,1%,1.8,-10%,-19%,-0.8,?
O=C(Nc1ccc(F)cc1F)c1ccc2c(c1)OCCO2,-20,-2%,-15%,-0.5,10%,1%,-0.6,0%
O=C(NCC1CCCO1)/C(=C\c1ccco1)NC(=O)c1ccc(Cl)cc1 (stereo unspecified),-1,8%,-9%,1.8,7%,10%,-1.4,-9%
CC1CN(CCC(=O)Nc2ccc3c(c2)OCO3)CC(C)O1 (stereo unspecified),.,-8%,8%,1.4,2%,1%,-2.1,-6%
O=C1C=C(c2ccc(Cl)cc2)C(=O)N1Nc1ccccc1,-6,-3%,2%,-2.6,?,9%,-0.5,6.7µM*
CN(CCNC(=O)c1cn(C)c2ccc(S(=O)(=O)N3CCCC3)cc2c1=O)CCc1ccccc1,.,-4%,9%,2.4,0%,0%,-1.7,-4%
Cc1cc(C)cc(NC(=O)C2CCCN2/C=C/C(=O)C(F)(F)F)c1 (stereo unspecified),5,0%,4%,-2.7,3%,6%,-1.2,-9%
CC1(C)Cc2c(sc3nc4n(-c5ccccc5)c(=O)c(CCC(=O)O)nn4c(=O)c23)CO1,?,12%,-18%,1.2,-14%,7%,-0.1,-12%
C[N+](=O)C1C(=O)Nc2ccccc21 (stereo unspecified),11,-7%,2%[57.5 µM],.,0%,-5%,-0.3,.
C[C@H](c1ccccc1)N1C[C@@H](COCc2ccccc2)Oc2cc(N3CC[C@@H](O)C3)ccc2S1(=O)=O,8,5%,-18%,-0.8,-12%,13%,-0.4,-5%
COc1ccc(-n2cnnc2SCC(=O)Nc2ccc(C(N)=O)cc2)cc1,160,0%,5%,0.4,-1%,-3%,3.4,2%
CCOC(=O)n1c(=O)n(Cc2ccc(Cl)cc2Cl)c2ccccc21,-3,14%,-14%,-7.4,-28%,17%,1.3,1%
CCc1ccc(NC(=O)Cc2cn(C)c3ccccc23)cc1,10,4%,-3%,-1.3,-3%,-3%,-0.8,-8%

# Next section:
SMILES,PI5P4Ka inh,EPAC1 agonist,EPAC1 antag,CCT modulator,WRN helicase inh,EPAC2 ag,IL-2 act,PLK1 PBD inh
CSc1nnc(CCCCCNC(=O)OC(C)(C)C)o1,6,-1%,11%,0.5,-23%,2%,2.3,-4%
CC(=O)Nc1ccc(C(=O)N(C)C(C(=O)Nc2ccccc2)c2ccccn2)cc1 (stereo unspecified),7,-1%,2%,0.9,-1%,?,0.3,2%
O=C(O)CCCCCn1c(O)c(C=C2N=c3ccccc3=N2)sc1=S,-1,-3%,-5%,-0.2,-24%[57.1 µM],-1%,-2.1,-13%
CC(=O)Nc1nc(C(F)(F)F)cs1,-8,4%,13%,-2.7,-10%[57.1 µM],0%,0.5,4%
O=C1COc2ccc(S(=O)(=O)N3CCCC3)cc2N1,3,2%,3%,-2.7,5%,9%,-0.4,-8%
CC1CCN(C(=O)c2ccc(SCc3ccccc3F)c([N+](=O)[O-])c2)CC1,14,6%,-22%,-1.0,-8%,5%,-2.6,-4%
Cc1sc2nc(SCC(N)=O)n(C)c(=O)c2c1C,0,0%,-2%,-0.2,-2%,5%,-1.4,-26%
CCCCN(C(=O)C1CCCO1)c1c(N)n(CC(C)C)c(=O)[nH]c1=O (stereo unspecified),8,7%,7%,0.3,-8%,-1%,-1.3,-2%
COc1ccc(CCNC(=O)c2ccc3c(c2)OCO3)cc1,-1,4%,3%,-0.4,9%,13%,0.7,-9%
Fc1ccccc1Nc1nc(N2CCOCC2)nc(N2CCOCC2)n1,4,6%,-1%,-2.7,3%,12%,-0.3,0%

# Screens from PubChem.

# An excerpt; the hit share may differ from the screen's.
